Source: PubChem (several laboratories)
Rev-erbA mod: modulators of Rev-erb alpha DNA binding, primary screen, biochemical, FITC-DNA, fluorescence polarization, uHTS | Rev-erbα–FITC-DNA binding, 90 min | AID 1259318, 2017 | 370,000 compounds, 0.79% hits | activity, % at 10 µM | Nuclear receptor subfamily 1 group D member 1 (Homo sapiens), P20393;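 active = activity above about 14%, limit read from the data; passing the limit was not always enough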;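 also: 0% = DMSO wells with 35 nM protein and 100% = DMSO wells with 750 nM protein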
ARFGAP1 inhibitor: inhibitors of rat ARFGAP1 GAP activity, primary screen, biochemical, fluorescence polarization, GDP tracer. ADP-ribosylation factor GTPase-activating protein 1 (Rattus norvegicus), Q62848. Arfgap1-stimulated ARF1 GTP hydrolysis, GDP FP detection. inhibition, % at 16.5 µM. 360,000 compounds, 0.26% hits. AID 651572, 2012;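 active = inhibition above a per-plate limit, mean inhibition of low control wells plus 3 SD, cut at about 25% in these data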;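 also: 0% = DMSO wells with enzyme and 100% = wells lacking Arfgap1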
Target sequence (Q62848 1-136 limits assumed): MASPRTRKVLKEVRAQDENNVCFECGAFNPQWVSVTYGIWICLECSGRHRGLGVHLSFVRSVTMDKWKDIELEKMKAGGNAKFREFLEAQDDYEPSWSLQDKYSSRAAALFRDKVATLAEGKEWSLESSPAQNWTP
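system = rat Arfgap1 catalytic domain, aa 1-136 | technique = FP, GDP Alexa 633 tracer displaced from anti-GDP antibody, 620/688 nm | compound = one concentration, 16.5 µM, DMSO 1.26% | medium = HEPES-based buffer, pH 7.5 | timing = compound-enzyme preincubation 20 min, reaction 120 min, detection 60 min, 25 °C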
ASAP1 inh: inhibitors of human ASAP1 ArfGAP activity, primary screen, biochemical, fluorescence polarization; ASAP1-stimulated ARF1 GTP hydrolysis, GDP FP detection; 360,000 compounds, 0.19% hits; inhibition, % at 16.5 µM; AID 624377, 2012; in the data active = inhibition above about 25%;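 also: 0% = vehicle with enzyme and substrate and 100% = no enzyme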
HTRA1 inh: HTRA1 serine protease inhibitors, primary screen, biochemical, fluorescence polarization, HTS; Q92743; recombinant HTRA1, FP-rhodamine activity-based probe; inhibition, % at 5.96 µM; 340,000 compounds, 0.5% hits; AID 504803, 2011; in the data active = inhibition above about 36%;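 also: 0% = enzyme with DMSO and 100% = wells lacking enzyme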
SMARCA2 act: SMARCA2 (BRM) function activators, primary screen, cell-based, luminescence, high throughput | MG213 cells, MMTV-luciferase reporter, dexamethasone, overnight | activation, % at 9.1 µM | 370,000 compounds, 1% hits | AID 652017, 2013; in the data active = activation above about 7.8%;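 also: 0% = vehicle wells and 100% = reference activator wells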
ABHD4 inh: ABHD4 inhibitors, primary screen, biochemical, fluorescence polarization, mouse | (Lyso)-N-acylphosphatidylethanolamine lipase (Mus musculus), Q8VD66 | 370,000 compounds, 0.54% hits | inhibition, % at 8.92 µM | purified mABHD4, FP-Rh probe fluorescence polarization;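 active = inhibition exceeding the mean over every tested compound plus 3 SD, cut at about 30% in these data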;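 also: 0% = plate median of compound wells and 100% = S159A mutant with DMSO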
Target sequence (Q8VD66 whole entry, looked up): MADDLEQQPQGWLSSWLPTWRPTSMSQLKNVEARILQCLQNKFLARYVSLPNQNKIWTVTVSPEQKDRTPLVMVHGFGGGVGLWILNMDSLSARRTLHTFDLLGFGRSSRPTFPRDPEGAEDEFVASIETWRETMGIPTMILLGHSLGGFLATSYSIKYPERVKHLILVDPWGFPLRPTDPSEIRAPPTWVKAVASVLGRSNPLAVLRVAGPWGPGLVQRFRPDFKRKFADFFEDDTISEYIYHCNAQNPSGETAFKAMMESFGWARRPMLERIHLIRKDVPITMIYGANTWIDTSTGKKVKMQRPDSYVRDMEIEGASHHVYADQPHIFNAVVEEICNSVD
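assay system = mABHD4 protein | compound dosing = single nominal dose of 8.92 µM, 0.89% DMSO final | read-out basis = percent inhibition of probe binding, normalized to plate controls | schedule = Enzyme–compound pre-incubation 45 min, then probe 60 min, both 25 °C | detection = fluorescence polarization, excitation 525 nm, emission 598 nm, BODIPY TMR filters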
PG9 binder: binders of HIV-1 gp120 antibody PG9, primary screen, biochemical, TR-FRET; HIV-1 gp120 / PG9 antibody interaction; TR-FRET gp120-PG9 antibody binding; inhibition, % at 6.7 µM; 360,000 compounds, 0.43% hits; AID 624416, 2012; in the data active = inhibition above about 8.5%
rCAG RNA binder: binders of r(CAG) RNA repeats, primary screen, biochemical, fluorescence. 370,000 compounds, 1.3% hits. r(CAG) RNA repeat, TO-PRO-1 dye displacement fluorescence. inhibition, % at 3 µM;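 active = inhibition above the plate cutoff, the mean of all test compounds on that plate plus 3 SD, cut at about 35% in these data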;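 also: 0% = DMSO alone and 100% = 100 µM mitoxantrone as full dye displacement; higher means more dye released from RNA so lower well fluorescence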
NPR2 activator: human GC-B receptor activators, primary screen, HEK293 GC-B cells, cGMP TR-FRET, EC30 CNP; 0% at EC30 CNP, 100% saturating CNP; activation, % at 10 µM; 370,000 compounds, 0.11% hits;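 active = activation at 10 µM reaching about 35% in either raw or pattern-adjusted values, limit read from the data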
GC-A act: GC-A stimulated cGMP production enhancers – HEK293 GC-A cells, cGMP TR-FRET, EC30 ANP, primary screen; Atrial natriuretic peptide receptor 1 (Homo sapiens), P16066; 0% at EC30 ANP, 100% saturating ANP; activation, % at 10 µM; 370,000 compounds, 0.14% hits; in the data active = activation above about 40%
* marks the source's active call; other numbers are inactive results; . = not tested or not shown. Compounds as they come. Share with any hit: about 4.4%.

#	SMILES	Rev-erbA mod	ARFGAP1 inhibitor	ASAP1 inh	HTRA1 inh	SMARCA2 act	ABHD4 inh	PG9 binder	rCAG RNA binder	NPR2 activator	GC-A act
1	CCNc1nc(NCC)nc(N2CC(=O)N(CC(=O)OCC)C2=N)n1	-3	14	-10	2	1	3	1.1	-2	-1	7
2	O=C(NC1CCCCC1)C(c1ccccc1)N(Cc1cccnc1)C(=O)c1csnn1 (stereo unspecified)	1	11	-2	1	-3	-2	-2.2	-1	-8	-1
3	Cc1nonc1OCCNCCNc1ccc([N+](=O)[O-])cc1Cl	1	-1	6	9	1	1	0.8	-3	-9	-2
4	COc1ccc(NC(=O)CSc2nc3[nH]ncc3c(=O)[nH]2)c(OC)c1	-1	0	-6	0	-4	-13	-1.0	4	-1	-1
5	O=C1c2cc(Br)ccc2OC2C=CC=CC12 (stereo unspecified)	3	6	4	-6	3	1	0.5	4	-3	1
6	COc1ccc(C2C(Oc3ccccc3)C(=O)N2c2ccc(C)c(C)c2)cc1OC (stereo unspecified)	1	-7	2	-25	0	-3	-1.2	1	1	-5
7	O=P(/C(=N/O)Sc1ccccc1)(N1CCOCC1)N1CCOCC1	6	8	1	4	-4	-5	0.4	2	4	2
8	Cn1cc(-c2cccc(C(F)(F)F)c2)cc(C#N)c1=O	5	-1	-9	30	-1	-5	0.4	-1	0	-3
9	CC(C)NC(=O)c1cc(-c2cccs2)nc2ccccc12	-4	0	-11	1	-2	8	0.8	-2	-2	5
10	CCOc1ccc(NC(=O)CN(C)Cc2cc(=O)n3c(-c4ccccc4)csc3n2)cc1OCC	-2	-8	0	12	-4	4	-2.5	0	6	-1
11	Cc1ccnc(NS(=O)(=O)c2ccc(N3C(=O)C4CCCCC4C3=O)cc2)n1 (stereo unspecified)	-10	1	6	3	-2	5	0.2	1	1	-2
12	COc1ccc(S(=O)(=O)N2CC(=O)Nc3ccccc32)cc1	5	-9	-8	1	-1	-3	-1.1	-5	0	-2
13	Cc1[nH]n(-c2cccc(Cl)c2)c(=O)c1-c1ccc(Cl)cc1	1	8	6	-9	-3	-3	-3.5	3	5	3
14	COc1cccc(N=Nc2c(=O)[nH]n3c(C)cc(C)nc23)c1	13	-11	4	2	-2	4	-13	3	-13	-4
15	COc1ccc(N(C(C)C(=O)N/N=C/c2cc(Br)c(C)o2)S(C)(=O)=O)cc1 (stereo unspecified)	3	-4	-8	-5	-3	9	-0.6	-1	0	2
16	COc1ccc(C(=O)Nc2ccc(C)cn2)c(OC)c1	1	4	17	-6	-3	3	-3.3	-2	-4	3
17	O=C(CCN1C(=O)CSc2ccccc21)Nc1cccc(C(F)(F)F)c1	0	-11	6	-18	0	-5	-0.7	1	-8	-9
18	C/C(=C\C(=O)c1ccc(C)cc1)Nc1cccc(O)c1	-3	4	14	0	2	7	-0.3	3	-2	-1
19	CCc1nc(C)cc2c1sc1ccccc12	-5	11	-5	.	10.0*	-5	-1.2	2	-1	2
20	Cc1ccc(NC(=O)CN2CCOCC2)cc1Cl	4	8	8	-4	0	7	1.0	-3	2	2
21	O=C(NCCN1CCOCC1)c1ccc(F)cc1	1	6	1	2	2	9	-0.2	2	-8	-2
22	CCN(CC)CCNC(=O)CS(=O)Cc1nc(-c2ccc(Cl)cc2)oc1C (stereo unspecified)	-6	2	19	-3	-3	5	-0.8	-5	10	21
23	COc1ccc(S(=O)(=O)N2CCCC2CNC(=O)C(=O)NCc2ccc3c(c2)OCO3)cc1 (stereo unspecified)	-6	2	6	-5	-2	9	0.1	-3	3	1
24	C#CCn1c2ccccc2c(=O)n1CCOc1ccccc1OC	-8	-1	-2	.	2	2	1.3	1	-3	-3
25	COC(=O)c1ccc(CNC(=O)c2c3c(nc4ccccc24)CCN(Cc2ccccc2)C3)cc1	-1	-6	-7	-12	-2	-1	-0.1	8	-7	-4
26	COc1cc(CN2CCC(CCC(=O)NC3CC3)CC2)cc(Cl)c1OC	4	9	6	0	2	6	-1.5	-4	3	-4
27	COc1ccc(N(CC(=O)NCCSCc2ccc(C)cc2)S(=O)(=O)c2ccccc2)cc1	2	-4	13	-2	-2	-8	-0.2	0	-4	-7
28	CCOc1cc(Br)c(Br)c(C=Nc2ccc(NC(C)=O)cc2)c1O	-37	2	-11	10	0	6	0.2	4	-2	5
29	CC(C)(C)n1nnnc1C(c1ccccc1F)N(Cc1ccco1)CC1CCCO1 (stereo unspecified)	5	5	4	-5	5	-2	-1.9	-6	-15	-25
30	O=C(CSc1nnc(-c2cccnc2)n1Cc1ccco1)Nc1cc(Cl)ccc1F	2	.	.	.	0	3	.	0	-13	-6
31	COC(=O)[C@]1(Cc2ccccc2)N[C@H](CN(C)S(=O)(=O)c2ccc(C(F)(F)F)cc2)[C@@H]2C(=O)N(Cc3ccccc3)C(=O)[C@@H]21	-4	-4	3	-13	-3	-1	0.6	7	3	1
32	COc1ccc(OC)c2sc(NC(=O)c3ccc(Br)s3)nc12	-9	-17	3	0	0	7	1.5	2	-4	-3
33	COc1cccc(C=C2SC(=S)NC2=O)c1	0	2	-11	1	-5	-13	-0.3	6	-4	1
34	O=C(CN1C(=O)COc2ccc(S(=O)(=O)N3CCCCC3)cc21)NCc1ccccc1Cl	-4	0	1	-2	-3	-10	-1.2	4	1	-1
35	CCNc1c(NS(=O)(=O)c2ccc(OC)cc2)c(=O)oc2ccccc12	1	-1	-1	5	1	-3	-1.6	2	0	-5
36	COc1ccc(-n2c(SCCC#N)nnc2-c2cc(Cl)ccc2OC)cc1Cl	6	-8	-3	-14	0	-6	3.6	-1	-20	-50
37	COc1cccc(OCc2cc(C(=O)N3CCC(C(O)C(C)C)CC3)no2)c1 (stereo unspecified)	1	11	8	0	1	-1	-1.5	-10	-4	0
38	Cc1nc(N2CCOCC2)[nH]c(=O)c1CCC(C)C	-2	-10	1	4	-5	2	3.2	-3	9	-1
39	Cc1ccc2[nH]c(-c3ccccc3)cc(=O)c2c1	-1	-2	1	-2	4	-3	-0.2	7	-9	-1
40	C=CCOC(=O)CCP(=O)(CCC(=O)OCC=C)c1ccccc1	-3	1	7	1	1	-2	-1.5	-4	7	1
41	CC1O[C@@H](O[C@H](C)CC[C@@H](C)O)C(O)C[C@H]1O (stereo partly specified)	2	-1	0	0	0	-2	2.1	5	2	0
42	COc1ccc(OC)c(NC(=O)c2cccc(Cn3cc(Br)c([N+](=O)[O-])n3)c2)c1	1	11	18	-18	1	-2	-2.8	2	0	-1
43	CC1(C)CC(=O)C2=C(C1)OC(N)=C(C#N)C21CCN(Cc2ccccc2)CC1	3	-3	-13	0	3	-3	0.4	-9	-1	-1
44	CCCCNC(=O)c1ccc2nc(CC)c(N(CC)CCOC)n2c1	-5	-6	-17	.	-2	-1	-0.9	0	6	-1
